Compound activity from PubChem BioAssay.
HIF-2a inh = blocks HIF-2a reporter activity. 786-0 RCC cells HIF-2a reporter, luciferase luminescence, overnight. 360,000 compounds, 0.72% hits. inhibition, % at 18.8 µM;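 active = inhibition of the luminescence signal of 40% or more relative to plate controls, in a single-dose primary screen at 18.75 µM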
NR2E3 ag-1 = agonists of human nuclear receptor NR2E3; Q9Y5X4; GST-NR2E3/biotin-RetCOR TR-FRET, 1536-well; inhibition of corepressor binding, % at 4.78 µM; 320,000 compounds, 0.12% hits; AID 2300;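 active = percent inhibition above the cutoff of mean plus 3 SD of all tested compounds, set per screening campaign, cut at about 20% in these data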;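 note: 0% = DMSO wells and 100% = biotin wells as full block of FRET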
Target sequence (Q9Y5X4 whole entry, looked up): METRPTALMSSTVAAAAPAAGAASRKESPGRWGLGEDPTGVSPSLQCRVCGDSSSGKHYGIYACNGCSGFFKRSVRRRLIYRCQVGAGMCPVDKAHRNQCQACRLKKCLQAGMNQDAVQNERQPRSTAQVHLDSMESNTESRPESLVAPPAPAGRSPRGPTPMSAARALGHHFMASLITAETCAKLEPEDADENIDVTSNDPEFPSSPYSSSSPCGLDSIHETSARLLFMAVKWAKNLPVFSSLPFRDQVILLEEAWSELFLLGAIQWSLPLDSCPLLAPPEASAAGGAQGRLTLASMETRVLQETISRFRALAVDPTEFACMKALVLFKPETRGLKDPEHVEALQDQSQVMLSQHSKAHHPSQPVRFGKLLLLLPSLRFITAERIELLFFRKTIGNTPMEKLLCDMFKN
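System: GST-NR2E3 and biotin-RetCOR proteins; probe or stimulus: 7 nM biotin-RetCOR; doses: compound at 4.8 µM, single dose; schedule: Compound–protein incubation for 5 h at 4 °C; detection: time-resolved FRET; read-out: percent inhibition; controls: biotin wells as high control, 0.6% DMSO wells as low control; format: 1536-well plates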
TRPM1 prom inh = reduces MITF-dependent TRPM1 promoter luciferase signal; SK-MEL-5 TRPM1 promoter luciferase, 24 h; inhibition, % at 12.5 µM; 330,000 compounds, 0.83% hits; AID 488899;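 active = mean inhibition across replicates of 60% or more, whatever share of single replicates reaches that level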; note: values of inactives mirror those of a sister screen read the other way
NR2E3 ag-2 = human photoreceptor-specific nuclear receptor agonism. 360,000 compounds, 0.35% hits. Q9Y5X4. AID 602229. inhibition of corepressor binding, % at 3.98 µM. CHO-S Gal4-NCOR/VP16-NR2E3 two-hybrid, luciferase;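 active = inhibition above the mean of all tested compounds plus 3 SD, cut at about 70% in these data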;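 note: 0% = DMSO with NR2E3 transfected cells and 100% = cells lacking NR2E3 construct; higher means lower luciferase signal from less NR2E3 corepressor binding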
Shn3 inh set2 = reduces Shn3 3'UTR luciferase signal in osteoblasts; Clone20 osteoblast Shn3 3'UTR firefly luciferase, 24 h; inhibition, % at 12.5 µM; 360,000 compounds, 0.52% hits; AID 588674;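 active = mean inhibition of at least 75% with every replicate also reaching 75%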;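 note: 0% = median of neutral control wells and 100% = pilot-screen positive control compound; some compounds past the cut are filed as inactive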
TWEAK-Fn14 inh = blocks TWEAK-Fn14 interaction in a reporter cell assay; TWEAK-stimulated Fn14 reporter cells, luciferase luminescence, 8 h; inhibition, % at 10 µM; 360,000 compounds, 2% hits; in the data active = inhibition above about 50%
KKLEB cytotox = counter-screen for CF NF-kB inhibitors: cytotoxicity; activity change (cytotoxicity), % at 5 µM; 360,000 compounds, 0.36% hits; KKLEB CF airway cells viability, ATPlite luminescence, overnight; hits give low values; cells stimulated with P. aeruginosa culture filtrate;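 active = corrected activity change at or below -50% at 5 µM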
aDG glyco up = increases alpha dystroglycan glycosylation; Pro5-aDG cells, alpha-DG glycosylation AlphaScreen (IIH6); 0% Pro5, 100% B10-LARGE cell signal; activation, % at 10 µM; 360,000 compounds, 0.22% hits; AID 624168;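 active = activation of at least 8% versus controls, or a plate z-score of at least 8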;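 note: Pro5 are CHO cells carrying HIG-tagged alpha-DG that lacks glycosylation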
iPSC survival up = increases survival of single human iPS cells; hiPSC single-cell survival, ATPlite luminescence; 100% = ROCK inhibitor wells, 0% = DMSO; survival enhancement, % at 20 µM; 360,000 compounds, 0.044% hits; in the data active = survival enhancement above about 18%;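 note: cells exposed to compounds for 16 hours before the ATP read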
CF NFkB inh = inhibitors of cystic fibrosis induced NF-kB; KKLEB NF-kB-GFP reporter, PAF-induced, GFP fluorescence overnight; AID 588850; inhibition, % at 5 µM; 360,000 compounds, 0.86% hits;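 active = at least 50% inhibition at 5 µM, scaled per plate between neutral and stimulator controls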;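 note: PAF is a Pseudomonas aeruginosa culture filtrate used as stimulus; plate controls were PAF-stimulated DMSO wells for no effect and unstimulated DMSO wells for full effect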
Peg3 promoter = reduces Peg3 promoter-driven luciferase expression in HeLa. HeLa PEG-Prom luciferase reporter, luminescence, overnight. inhibition, % at 20 µM. 360,000 compounds, 1.7% hits;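 active = inhibition of at least 50% at 20 µM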
Numbers without * were called inactive; nt = not tested or not shown.

Molecule	HIF-2a inh	NR2E3 ag-1	TRPM1 prom inh	NR2E3 ag-2	Shn3 inh set2	TWEAK-Fn14 inh	KKLEB cytotox	aDG glyco up	iPSC survival up	CF NFkB inh	Peg3 promoter
O=S(=O)(c1ccccc1)N1CCN(C2CCN(Cc3ccccc3)CC2)CC1	13	-2	0	-18	-15	-13	6	-0.2	-2.4	-13	9
CC1(C)Cc2c(c(N3CCCCC3)[nH]c(=S)c2C#N)CS1	13	nt	-2	-3	7	-2	4	0.0	-4.9	0	-2
CN(C)c1ccc(-c2n[nH]c(=S)n2-c2ccccc2)cc1	17	3	8	-30	2	1	-8	0.3	-0.7	-23	27
C=CCOc1ccccc1CNn1nnnc1N	22	0	8	-7	14	2	6	-0.3	9.4	0	-4
Cc1ccc(C)n1-n1c(C)nc2sc(-c3ccccc3)cc2c1=O	-125	5	-64	-84	8	69*	-10	0.3	0.0	6	-100
CC(C)(C)c1ccc(-c2n[nH]c(=S)n2CC2CCCO2)cc1 (centres undefined)	8	-1	-3	4	8	4	10	1.1	0.1	-15	7
CCOCCOC(NC(=O)c1ccccc1)(C(F)(F)F)C(F)(F)F	9	0	6	7	22	17	1	-0.2	-2.1	6	-2
Cc1cccc(OCC(=O)Nc2nccs2)c1C	-141	-1	-34	-1	-111	32	-1	0.0	-0.1	-1	-234
O=S(=O)(c1ccc(OCC(O)CN2CCCC2)cc1)N1CCOCC1 (centres undefined)	11	-2	-5	-18	-14	-4	-7	-0.2	-2.3	-9	-9
O=C(OCc1ccco1)c1ccc(S(=O)(=O)N2CCCCC2)cc1	12	2	2	-19	-3	-5	7	-0.1	-3.5	12	-2
Cc1nc(C(N)=O)nc2ccccc12	3	1	8	-23	-22	10	5	-0.4	8.3	-10	-12
O=C(OC(C(=O)NCc1ccc2c(c1)OCO2)c1ccc(Cl)cc1)c1ccco1 (centres undefined)	-6	-2	-5	-30	-5	24	-4	0.2	5.2	4	6
CC(C)NC(=O)CN1CCN(C(=O)c2ccc3oc(CCCc4ccccc4)nc3c2)CC1	-58	8	-14	-4	8	-9	-11	-0.2	-0.5	-8	-49
Cc1c(C(=O)N/N=C/c2cccnc2)sc(=S)n1C	2	-6	-5	-23	17	-8	-5	-0.3	0.7	-23	15
Clc1ccc(SCc2cn3ccsc3n2)cc1	-279	-1	-80	-101	-68	-31	-5	-0.2	-0.8	-9	-275
CCCN(CC(=O)Nc1ccc(C(N)=O)cc1)CC(=O)Nc1ccccc1C	3	3	13	13	3	-4	3	0.5	-0.6	15	5
CCS(=O)(=O)N1CCC(C(=O)NCc2ccc(OC)cc2OC)CC1	13	-2	7	0	-12	-7	-4	-0.1	0.4	6	3
Cn1c(C(C#N)C(=O)c2ccco2)nc2ccccc21 (centres undefined)	-137	5	-4	-66	-35	-2	9	-0.2	-3.9	-30	-142
CCN(CC)C(=O)CP(=O)(c1ccccc1)c1ccccc1	6	0	-3	-7	-2	8	6	-0.4	0.0	5	14
CC(Cc1ccccc1)NC(=O)c1cc([N+](=O)[O-])ccc1Cl (centres undefined)	-29	2	-6	-36	3	9	2	0.0	0.4	6	-24
O=C(NCc1cccc(F)c1)c1noc2c1CCCC2	-66	1	-24	-29	-22	-7	-3	0.1	1.5	2	-53
COc1ccc(S(N)(=O)=O)cc1-c1nnc2c3ccccc3c(C)nn12	15	-1	2	-1	-23	10	-10	0.1	-0.6	6	12
FC(F)(F)c1cc(-c2ccco2)nc(NCc2cccnc2)n1	20	2	3	-18	4	-6	-3	0.4	-5.2	-4	28
Cc1nccc(-c2ccc3c(c2)OCO3)n1	-31	3	4	4	-8	-1	2	-0.1	0.4	5	-24
O=C(CSc1nnc2ccccn12)NC(=O)Cc1ccccc1	10	2	1	-13	7	52*	3	-0.2	0.4	-7	3
Clc1ccc(Sc2cc(N3CCOCC3)nc(-c3ccccc3)n2)cc1	10	2	-15	-10	9	-22	-6	0.1	1.3	-2	-5
CC(C)n1c(SCC(N)=O)nc2c1c(=O)[nH]c(=O)n2C	20	nt	9	-22	12	15	3	0.0	-1.6	-1	2
CCOC(=O)c1c(NC(=O)CSc2nnc(CNc3ccc(C)cc3C)o2)sc(C)c1C	9	-1	3	-15	8	-9	5	-0.2	1.5	-7	10
Cn1ccnc1SCc1cccc([N+](=O)[O-])c1	-3	-1	-12	4	19	0	22	-0.2	3.1	-18	6
Clc1ccc(CSc2nnc(-c3ccc4c(c3)OCO4)o2)cc1	-170	1	-3	-42	-15	-23	8	-0.2	0.9	-11	-65

The last 2 entries of the part before open the next one:
Molecule	HIF-2a inh	NR2E3 ag-1	TRPM1 prom inh	NR2E3 ag-2	Shn3 inh set2	TWEAK-Fn14 inh	KKLEB cytotox	aDG glyco up	iPSC survival up	CF NFkB inh	Peg3 promoter
Cn1ccnc1SCc1cccc([N+](=O)[O-])c1	-3	-1	-12	4	19	0	22	-0.2	3.1	-18	6
Clc1ccc(CSc2nnc(-c3ccc4c(c3)OCO4)o2)cc1	-170	1	-3	-42	-15	-23	8	-0.2	0.9	-11	-65
CC(=O)Nc1ccc(C)c([N+](=O)[O-])c1	2	5	1	-14	-2	-21	4	0.0	0.0	11	12
Cc1c2cnn(CC(=O)NCCCN3CCCCC3)c(=O)c2c(C)n1Cc1ccccc1	7	2	nt	-6	-6	9	4	0.2	-0.2	12	0
O=Cc1c(-c2ccccc2)cc2oc3ccccc3cc1-2	-269	3	-50	-43	-26	41	-24	-0.5	-0.6	-2	-249
CCOC(=O)c1ccc(NC(=O)c2ccccc2)cc1	-297	0	-107	-96	-116	-24	4	0.2	-0.9	-4	-288
Cc1ccc(SC(C)C(=O)Nc2ccc(S(=O)(=O)N3CCOCC3)cc2)cc1 (centres undefined)	7	-2	2	3	10	2	10	-0.1	-1.4	10	20
O=C(/C=C/Nc1ccc(OC(F)(F)F)cc1)C(F)(F)F	8	-1	7	-16	-4	-5	4	-0.2	0.1	5	8
CCOc1ccc(C(C(=O)NC2CCCC2)N(C(=O)c2snc(C(N)=O)c2N)c2cccc(O)c2)cc1 (centres undefined)	1	6	0	22	6	27	-11	-0.3	-0.3	75*	53*
CCOC(=O)c1oc2ccc(S(=O)(=O)n3nc(-c4ccc(OC)cc4)cc3N)cc2c1C	2	6	42	-16	83	46	-4	0.0	1.6	12	33
CC(C)=CC(=O)OCC(=O)Nc1cc([N+](=O)[O-])ccc1F	11	3	1	1	-15	-8	0	-0.1	-0.7	-2	-12
O=C(COC(=O)c1cc(NS(=O)(=O)c2cccs2)ccc1O)Nc1ccc(F)c(F)c1F	20	2	13	-19	-10	-21	2	0.2	0.1	-2	7
COc1cc(NC(=O)C(=O)N2CCN(C)CC2)c(OC)cc1Cl	12	2	-5	-7	-13	-8	-5	0.0	0.1	1	6
O=C(Cn1cnc(S(=O)(=O)N2CCOCC2)c1)Nc1ccc(OC(F)(F)F)cc1	15	-1	-1	-10	4	1	-7	-0.1	-0.4	5	-15
COC(=O)c1c(NC(=O)CN2CCCc3ccccc32)sc(C)c1C	8	1	8	-26	12	5	-13	-0.1	0.9	15	5
CC1CCN(S(=O)(=O)c2cc([N+](=O)[O-])ccc2Cl)CC1	25	1	-2	17	-1	3	3	0.4	2.1	5	24
c1ccc(CNc2nc(NCc3ccco3)nc(N3CCOCC3)n2)cc1	20	3	16	2	37	-11	1	-0.2	1.1	-8	9
COc1ccccc1CNC(=O)C(=O)NCC1OCCN1C(=O)c1ccc(Cl)cc1 (centres undefined)	10	3	0	9	-8	-7	3	0.1	-0.9	0	1
CCN(CC)CCCn1c2c(c(SCC(=O)N3CCCc4ccccc43)nc1=O)CCC2	-11	1	-11	-20	-7	1	-15	-0.4	-0.4	9	11
Cc1ccn2c(-c3n[nH]c(=S)n3C)c(C)nc2c1	18	-2	12	6	-30	10	10	0.1	-1.3	-14	6
Cc1nnc(SCC(=O)Nc2nc3ccccc3s2)n(N)c1=O	-9	-3	5	-6	-3	2	11	-0.2	-0.8	4	-5
c1ccc(-c2ccnc3nc(-n4cccc4)nn23)cc1	-8	2	1	12	-4	10	-22	-0.1	-1.0	-24	11
CN(CC(=O)O)S(=O)(=O)c1cc(Cl)ccc1Cl	-3	-1	1	-2	8	39	2	0.3	3.0	5	3
CCc1c(O)cc(=O)n(-c2ccccc2)c1-c1ccccc1	14	0	8	-26	-3	14	11	-0.4	-1.7	-3	2
Cc1nn(-c2ccccc2)c2sc(C(=O)n3cccn3)cc12	-37	1	-2	-18	1	9	-6	0.0	-2.4	-7	-96
COc1ccc(-c2nnc(SCC(=O)N3CCOCC3)o2)cc1	-196	1	-55	-42	-74	-7	-2	-0.2	4.8	-1	-208
COc1ccc(-c2c(-c3ccsc3)oc3ccc(N4CCOCC4)cc23)cc1	2	4	-9	3	-1	-8	1	-0.2	3.5	3	6

Rows are unselected (roughly 4.4% active in at least one column).
